Source: PubChem (several laboratories)
West Nile virus CPE: West Nile virus antiviral activity, cell-based, CPE readout (AID 1621); West Nile virus-infected cells, CPE inhibition; higher % means a stronger effect; 290,000 tested, 0.02% active; one-dose CPE inhibition, % at 10 µM; IC50 in µM for titrated hits; in the data active means a potency from the dose series; inconclusive means CPE inhibition mostly from about 3.7% at the one dose, without a potency; inactive means the rest, 99 in 100 with CPE inhibition below about 2.2%; further: strong numbers were not always called active
RSV antiviral HEp-2: RSV antiviral activity via CPE protection, HEp-2 cells, primary 10 µM value included (AID 2391). HEp-2 cells, RSV-induced CPE inhibition; higher % means a stronger effect. CPE inhibition, % at 10 µM, or IC50 in µM where a hit was titrated. 310,000 tested, 0.13% active; in the data active means a potency from the dose series; inconclusive means CPE inhibition mostly from about 23% at the one dose, without a potency; inactive means the rest, 99 in 100 with CPE inhibition below about 21%; further: strong numbers were not always called active
PhoP inhibition: PhoP-dependent GFP reporter repression – Salmonella Typhimurium, primary screen (AID 1863); one-dose inhibition, % at 50 µM; IC50 in µM for titrated hits; 300,000 tested, 0.16% active; S. Typhimurium PhoP-regulated promoter GFP reporter, 4 h; higher % means a stronger effect;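 active means inhibition over 29.93%, a cutoff 3 SD above the screen mean, later confirmed by dose response; inconclusive means inhibition over 29.93% but no dose response follow-up; inactive means inhibition at most 29.93% or unconfirmed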;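 further: 0% = low Mg2+ inducing control and 100% = high Mg2+ repressing control; strong numbers were not always called active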
b-catenin transl: alters nuclear translocation of beta-catenin in HeLa cells | 190,000 tested, 0.3% active | immunofluorescence imaging | nuclear translocation activity, % at 5 µM;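 active means nuclear translocation activity above 50% at 5 µM, with a well cell count of 50 or more; inconclusive means wells under 50 cells across six images, flagged as toxic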;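 further: per-cell ratio of nuclear to cytoplasmic median beta-catenin stain intensity; plate controls were DMSO negative control for no effect and GSK-3 inhibitor IX positive control for full effect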
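Test system: human HeLa cell line; Doses: 5 µM primary, 0.02–20 µM confirmation; Incubation: 24 h compound exposure, 37°C; Detection: beta-catenin immunofluorescence imaging with DAPI; Read-out: beta-catenin nuclear/cytoplasmic ratio, % activation.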
WT yeast gro inh: growth inhibition of WT yeast, mitochondrial fusion screen; mitochondrial fusion phenotypic screen, WT strain; inhibition, % at 10 µM; 190,000 tested, 2.1% active; in the data active means inhibition above about 58%; tested in S. cerevisiae
T cell modulator: modulates CD8 T cell binding to vesicles. 2C CD8+ T cell-vesicle binding, flow cytometry; stronger effect = lower value. calls only at 7 µM. 330,000 tested, 0.068% active. AID 2052;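 active means response, share of CD8 T cells binding vesicles, and their 90th percentile fluorescence all below set limits, cut at about 80% in these data, passing the limit was not always enough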
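Assay system – 2C mouse CD8+ T cells · Also added – QL9-loaded Drosophila micro-vesicles · Timing – Cell–vesicle co-incubation 1.5 h at 37 °C, staining 20 min on ice · Signal – flow cytometry of vesicle-bound cells · Measure – percent CD8+ FL2 mean versus row control · Controls – Peptide-free naked vesicles (low) and QL9 vesicles with 0.7% DMSO vehicle (high)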
Myeloid diff 2: compounds promoting myeloid differentiation. ER-HoxA9 myeloid progenitors, lysozyme-GFP differentiation, flow cytometry. calls only at 10 µM. 360,000 tested, 1% active;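 active means normalized GFP-positive differentiation at or above the plate's own cutoff, the solvent-only control mean plus 3 SD; inconclusive means no clear call, values can overlap the other calls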;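 further: cells exposed to compound for four days before flow analysis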
SV40 large T antigen: TAg ATPase/helicase activity blockers – biochemical (AID 1903) | SV40 large T antigen ATPase/helicase inhibition assay; higher % means a stronger effect | inhibition, % at 20 µM, or IC50 in µM where a hit was titrated | 310,000 tested, 0.39% active; in the data active means a potency from the dose series; inconclusive means inhibition mostly from about 32% at the one dose, without a potency; inactive means the rest, 99 in 100 with inhibition below about 32%; further: strong numbers were not always called active
Rac1 GTP hydrolysis: MgcRacGAP GTPase-activating activity inhibitors, confirmation, biochemical, ADP Hunter fluorescence; MgcRacGAP-stimulated Rac1 GTP hydrolysis, ADP Hunter fluorescence; higher % means a stronger effect; GST-tagged Rac1 F28L mutant substrate; inhibition, % at 30 µM, or IC50 in µM where a hit was titrated; 340,000 tested, 0.6% active;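 active means first-screen hits whose inhibition reached a set limit at any dose in the follow-up dose series; inconclusive means inhibition above the set first-screen limit but never retested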;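 further: fluorescence reports GDP produced by GAP-driven GTP hydrolysis; strong numbers were not always called active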
WT yeast gro inh mutant strain: further read-out of WT yeast gro inh, marked with its call; inhibition, %; mitochondrial fusion phenotypic screen, mutant strain inhibition
b-catenin transl cell count 5 µM: recorded beside b-catenin transl, whose call it bears; cell count; measured here: cell count, cytotoxicity flag
T cell modulator vesicle-bound %: recorded beside T cell modulator, whose call it bears; double positive events, %; measured here: CD8+ vesicle-bound cell fraction;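 binding gate set so that unloaded-vesicle control wells show 10% double positive cells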
Myeloid diff 2 GFP+ MAC1+ %: further read-out of Myeloid diff 2, marked with its call; GFP+ MAC1+ double positive, %; measured here: differentiation confirmed by MAC1 staining
* marks the source's active call; other numbers are inactive results; i = inactive; ? = inconclusive; / = not tested or not shown.

SMILES | West Nile virus CPE | RSV antiviral HEp-2 | PhoP inhibition | b-catenin transl | b-catenin transl cell count 5 µM | WT yeast gro inh | WT yeast gro inh mutant strain | T cell modulator | T cell modulator vesicle-bound % | Myeloid diff 2 | Myeloid diff 2 GFP+ MAC1+ % | SV40 large T antigen | Rac1 GTP hydrolysis
O=C(Nc1ccc(N2CCN(C(=O)c3cccs3)CC2)cc1)c1ccc(Br)o1 | / | 0.3% | / | / | / | / | / | i | 18 | i | 0.3 | / | 5%
C/C(=N\NC(=O)CCc1c[nH]c2ccccc12)c1ccc([N+](=O)[O-])cc1 | -0.4% | 10% | -7% | 1.5 | 984 | -7 | 11 | i | 63 | i | 0.8 | 9% | 3%
Nc1nc2ccc(C(=O)NCCOC(=O)C3CCCCC3)cc2s1 | 0.5% | 0.9% | -4% | 0.9 | 1550 | 2 | 4 | i | 24 | i | 0.5 | 10% | 19%
COc1ccc([C@@H]2[C@@H]3C(=O)N(C(C)(C)C)C(=O)[C@@H]3[C@]3(C)C(=O)N(c4cccc(F)c4)C(=O)N23)cc1 | -0.9% | 0.9% | 8% | / | / | / | / | i | 31 | i | 0.3 | 21% | 11%
Cc1ccc(C(=O)NCC(=O)OCC(=O)N(CC(C)C)c2c(N)n(Cc3ccccc3)c(=O)[nH]c2=O)cc1 | / | -0.8% | 2% | / | / | / | / | i | 5 | i | 0.6 | 8% | 0%
COc1cccc(C(=O)NCCNC(=O)c2ccc(C)nc2)c1 | 0.4% | -0.4% | 4% | / | / | / | / | i | 18 | i | 4.0 | 4% | -8%
Cc1ccc2c(CC(=O)NCC3(N4CCOCC4)CCCCC3)coc2c1C | / | -0.7% | / | / | / | / | / | i | 36 | i | 0.5 | / | 7%
Cc1nnc(-c2ccccc2)nc1N(C)C | -0.1% | 5.3% | -10% | 0.4 | 1354 | 0 | 8 | i | 5 | i | 0.1 | 4% | 6%
CC(=O)c1ccccc1NS(=O)(=O)c1cccc2nonc12 | 0.2% | 0.9% | -3% | / | / | / | / | i | 58 | i | 1.4 | 0% | 5%
O=C1CCC(NC(=O)c2ccccc2)C(=O)N1 (stereo unspecified) | 0.6% | 0.5% | -3% | -3.4 | 1165 | / | / | i | 25 | i | 0.4 | 6% | 5%
Cc1nc(C(C)NC(=O)c2cc(COc3ccc(C)c(C)c3)on2)c(C)s1 (stereo unspecified) | -0.1% | 0.4% | -5% | / | / | / | / | i | 24 | i | 0.7 | 10% | -4%
CNC(=O)c1ccsc1NC(=O)c1ccc(S(=O)(=O)N2CCc3ccccc32)cc1 | 3.3% | 9.1% | -4% | 3.9 | 441 | 34 | 32 | i | 35 | ? | / | 5% | 7%
CCn1nnnc1-c1ccc(OC)c(S(=O)(=O)N2CCCCC2)c1 | -0.4% | 0.9% | 2% | -7.0 | 975 | 11 | -44 | i | 57 | i | 2.3 | 11% | 1%
CCOc1ccc(NC(=O)C2C3CCC4C(CCC32)C4(Cl)Cl)cc1 (stereo unspecified) | 0.0% | 0.3% | -9% | -2.3 | 1094 | 9 | 11 | i | 54 | i | 0.6 | 5% | -1%
COc1ccc(/C=C(/C#N)C(=O)Nc2cccc(C)c2C)cc1C(=O)O | 0.3% | 0.5% | 1% | -4.4 | 1104 | -3 | 6 | i | 3 | i | 0.9 | 4% | 12%
Cc1cccc(N2CCN(C(=O)CCCSc3nc4ccccc4[nH]3)CC2)c1C | ? | 3.4% | -11% | 0.7 | 1299 | 2 | -1 | i | 9 | i | 5.5 | 3% | -1%
Cc1ccc(-n2nnnc2SCc2nnc(-c3ccccc3Br)o2)c(C)c1 | -0.2% | 0.2% | 2% | 1.0 | 1081 | 27 | 15 | i | 46 | i | 0.9 | 9% | 7%
CCCCCCN(C(=O)CCCCCN1C(=O)NC(c2ccc(-c3ccccc3)cc2)C(C(=O)OCc2ccccc2)=C1C)C(C)C(=O)NCCCC (stereo unspecified) | / | 2.4% | -5% | -4.1 | 476 | -21 | -14 | i | 29 | / | / | 0% | /
CCN(CC)C(=O)C1=C(C)NC(=S)NC1c1cn(-c2ccccc2)nc1-c1ccc(Cl)cc1 (stereo unspecified) | 0.1% | 4.7% | -4% | -0.2 | 1348 | -20 | 0 | i | 32 | i | 1.2 | -1% | 8%
Cn1c(=O)[nH]c(=O)c2c1nc(Br)n2CCOc1ccccc1 | -0.2% | 1.0% | -10% | -2.7 | 1104 | 11 | -3 | i | 32 | i | 0.4 | 3% | 8%
N#CC(C(=O)OCc1ccccc1)c1nc2ccccc2nc1N1CCOCC1 (stereo unspecified) | -0.1% | 10% | 22% | 0.6 | 700 | 30 | 26 | i | 54 | i | 1.6 | 16% | 6%
CCCN(CC(=O)Nc1ccc(Cl)cc1Cl)C(=O)/C=C/c1cccc([N+](=O)[O-])c1 | -0.7% | 3.9% | 8% | 0.4 | 1082 | 22 | 7 | i | 17 | i | 0.4 | 18% | 2%
COC(=O)c1ccc(N2CCOCC2)c(NC(=O)c2cccs2)c1 | -0.3% | 0.8% | -4% | / | / | / | / | i | 63 | i | 3.3 | 10% | 12%
Cc1ccc(C(=O)C[n+]2ccc(-c3nnc4n3CCC4)cc2)cc1 | 1.1% | 2.6% | -4% | -1.6 | 1107 | -26 | 3 | i | 53 | i | 0.4 | 3% | -13%
C/C(CC(=O)Nc1ccc(OCc2ccccc2)cc1)=N\NC(=O)C(=O)Nc1cccc(C)c1 | -1.4% | 1.3% | -18% | -1.6 | 1109 | -18 | -5 | i | 34 | i | 0.6 | 4% | 6%
CC(C)C(=O)Nc1cccc(-c2cnc3ccccc3n2)c1 | 0.2% | -1.6% | 0% | / | / | 4 | 10 | i | 14 | i | 0.6 | 5% | 7%
Cc1cccc(OCCCC(=O)O)c1C | 0.5% | 1.2% | -15% | / | / | -9 | -13 | i | 44 | i | 0.6 | 0% | 7%
CCc1cc2c(=O)c(-c3cnn(-c4ccccc4)c3)c(C(F)(F)F)oc2c(CN(C)C)c1O | -0.6% | -0.1% | -9% | 2.1 | 1105 | 6 | 14 | i | 29 | i | 0.8 | 7% | 5%
Cc1nc2c3cc(F)ccc3n(Cc3ccccc3)c2s1 | -1.1% | 0.3% | 9% | -0.3 | 962 | 38 | 21 | i | 55 | / | / | 7% | 18%
c1cncc(-c2nc(NCC3COc4ccccc4O3)c3ccccc3n2)c1 (stereo unspecified) | / | 62% | ? | / | / | 67* | 44* | i | 33 | i | 1.6 | 10% | 9%

Laid out differently: 5 of the compounds above
Molecule,West Nile virus CPE,RSV antiviral HEp-2,PhoP inhibition,b-catenin transl,b-catenin transl cell count 5 µM,WT yeast gro inh,WT yeast gro inh mutant strain,T cell modulator,T cell modulator vesicle-bound %,Myeloid diff 2,Myeloid diff 2 GFP+ MAC1+ %,SV40 large T antigen,Rac1 GTP hydrolysis
COC(=O)c1ccc(N2CCOCC2)c(NC(=O)c2cccs2)c1,-0.3%,0.8%,-4%,/,/,/,/,i,63,i,3.3,10%,12%
Cc1ccc(C(=O)C[n+]2ccc(-c3nnc4n3CCC4)cc2)cc1,1.1%,2.6%,-4%,-1.6,1107,-26,3,i,53,i,0.4,3%,-13%
C/C(CC(=O)Nc1ccc(OCc2ccccc2)cc1)=N\NC(=O)C(=O)Nc1cccc(C)c1,-1.4%,1.3%,-18%,-1.6,1109,-18,-5,i,34,i,0.6,4%,6%
CC(C)C(=O)Nc1cccc(-c2cnc3ccccc3n2)c1,0.2%,-1.6%,0%,/,/,4,10,i,14,i,0.6,5%,7%
Cc1cccc(OCCCC(=O)O)c1C,0.5%,1.2%,-15%,/,/,-9,-13,i,44,i,0.6,0%,7%

Next section.
SMILES | West Nile virus CPE | RSV antiviral HEp-2 | PhoP inhibition | b-catenin transl | b-catenin transl cell count 5 µM | WT yeast gro inh | WT yeast gro inh mutant strain | T cell modulator | T cell modulator vesicle-bound % | Myeloid diff 2 | Myeloid diff 2 GFP+ MAC1+ % | SV40 large T antigen | Rac1 GTP hydrolysis
CC(=O)N1CCN=C1SCc1ccccc1 | -0.2% | 1.4% | 4% | / | / | -14 | 0 | i | 21 | i | 1.1 | 6% | 0%
Cc1cc([N+](=O)[O-])ccc1NC(=O)COc1nsnc1N1CCOCC1 | -1.4% | 2.2% | 9% | / | / | / | / | i | 41 | i | 1.9 | 1% | 5%
COc1ccc(Cc2nn3c(-c4ccccc4OC)nnc3s2)cc1 | -0.7% | 6.6% | -14% | 0.9 | 1031 | 4 | 4 | i | 33 | i | 0.4 | 9% | 13%
Nc1c(C(=O)Nc2ccccc2)c2nc3ccccc3nc2n1CCCN1CCOCC1 | 0.2% | -3.6% | -8% | 12 | 874 | / | / | i | 27 | i | 0.4 | 11% | 22%
COc1ccc(COc2cc(-c3cccc(OC)c3)nc3ccc(NC(=O)c4cccnc4)cc23)cc1 | ? | 12% | 2% | / | / | 18 | 2 | i | 12 | i | 1.1 | 1% | 13%
COc1ccc(C2C(C(=O)OCC3CCCO3)=C(C)NC3=C2C(=O)CC(c2ccco2)C3)cc1O (stereo unspecified) | -0.6% | 1.1% | 12% | -0.9 | 1297 | 2 | 13 | i | 30 | i | 0.7 | 0% | 8%
Cn1c(=O)cc(N)n(-c2ccccc2)c1=O | 0.1% | 0.6% | 3% | / | / | / | / | i | 30 | i | 0.9 | 20% | 6%
O=C(c1ccccc1F)N(Cc1nc2ccccc2c(=O)[nH]1)C1CCCC1 | -0.8% | 7.3% | -2% | -2.2 | 1108 | -11 | -2 | i | 9 | i | 0.7 | 17% | 1%
c1sc2[n+](c1C13CC4CC(CC(C4)C1)C3)CCS2 | -0.4% | 1.7% | 12% | / | / | -6 | 8 | i | 57 | i | 0.9 | 1% | -3%
O=C(OCc1nc2ccsc2c(=O)[nH]1)c1cccc(S(=O)(=O)N2CCOCC2)c1 | / | -0.1% | 14% | / | / | / | / | i | 13 | i | 0.7 | 12% | 2%
CCC(c1nnnn1Cc1ccco1)N1CCN(C(=O)c2ccco2)CC1 (stereo unspecified) | / | 1.6% | -5% | -0.7 | 1121 | 4 | -2 | i | 43 | i | 1.0 | 21% | 4%
